CR mimetic SO: caloric restriction mimetics inhibiting age-related superoxide in yeast | S. cerevisiae aged cells, superoxide DHE fluorescence; stronger effect = lower value | superoxide response (% of plate mean), % at 10 µM | actives 0.18% (n = 330,000) | AID 2690;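 active = superoxide response under a set limit, about three screen SD below normal, cut at about 65% in these data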;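 note: yeast aged for seven days with compound at 30 °C before DHE staining; 100% = average MFI of all compound-treated wells on the plate with controls excluded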
RPL19A TOR yeast: alters RPL19A-GFP fluorescence in TOR pathway yeast screen; S. cerevisiae RPL19A-GFP strain, flow cytometry, 3 h; stronger effect = lower value; percent response vs DMSO, % at 10 µM; actives 0.3% (n = 330,000); AID 2025;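 active = percent response vs DMSO below 50%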;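 note: median channel GFP fluorescence of the barcoded RPL19A-GFP strain; ratio of sample median GFP to plate DMSO average so 100% = DMSO; lower means less RPL19A-GFP as with rapamycin TOR inhibition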
LAP4 TOR yeast: modulators of TOR pathway LAP4-GFP in S. cerevisiae; S. cerevisiae LAP4-GFP multiplex, flow cytometry GFP, 3 h; median GFP as percent of DMSO wells; GFP response vs DMSO, % at 10 µM; actives 0.34% (n = 320,000);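 active = GFP response vs DMSO above a set limit, about the screen mean plus 3 SD, cut at about 150% in these data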
MEP2 TOR yeast: modulators of TOR pathway MEP2-GFP in S. cerevisiae; S. cerevisiae MEP2-GFP strain, flow cytometry GFP, 3 h; 100% = DMSO control level; GFP response vs DMSO, % at 10 µM; actives 0.51% (n = 330,000); AID 2016;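 active = GFP response versus DMSO above a set limit, roughly screen mean plus 3 SD, cut at about 180% in these data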;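 note: median GFP fluorescence of the barcode-gated MEP2-GFP cells per well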
AHR act: activators of human aryl hydrocarbon receptor | AHR-responsive luciferase reporter cells, luminescence | activation, % at 5 µM | actives 2.5% (n = 320,000) | P35869 | AID 2796; in the data active = activation above about 47%;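 note: 0% = vehicle wells and 100% = reference agonist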
Target sequence (P35869 whole entry, looked up): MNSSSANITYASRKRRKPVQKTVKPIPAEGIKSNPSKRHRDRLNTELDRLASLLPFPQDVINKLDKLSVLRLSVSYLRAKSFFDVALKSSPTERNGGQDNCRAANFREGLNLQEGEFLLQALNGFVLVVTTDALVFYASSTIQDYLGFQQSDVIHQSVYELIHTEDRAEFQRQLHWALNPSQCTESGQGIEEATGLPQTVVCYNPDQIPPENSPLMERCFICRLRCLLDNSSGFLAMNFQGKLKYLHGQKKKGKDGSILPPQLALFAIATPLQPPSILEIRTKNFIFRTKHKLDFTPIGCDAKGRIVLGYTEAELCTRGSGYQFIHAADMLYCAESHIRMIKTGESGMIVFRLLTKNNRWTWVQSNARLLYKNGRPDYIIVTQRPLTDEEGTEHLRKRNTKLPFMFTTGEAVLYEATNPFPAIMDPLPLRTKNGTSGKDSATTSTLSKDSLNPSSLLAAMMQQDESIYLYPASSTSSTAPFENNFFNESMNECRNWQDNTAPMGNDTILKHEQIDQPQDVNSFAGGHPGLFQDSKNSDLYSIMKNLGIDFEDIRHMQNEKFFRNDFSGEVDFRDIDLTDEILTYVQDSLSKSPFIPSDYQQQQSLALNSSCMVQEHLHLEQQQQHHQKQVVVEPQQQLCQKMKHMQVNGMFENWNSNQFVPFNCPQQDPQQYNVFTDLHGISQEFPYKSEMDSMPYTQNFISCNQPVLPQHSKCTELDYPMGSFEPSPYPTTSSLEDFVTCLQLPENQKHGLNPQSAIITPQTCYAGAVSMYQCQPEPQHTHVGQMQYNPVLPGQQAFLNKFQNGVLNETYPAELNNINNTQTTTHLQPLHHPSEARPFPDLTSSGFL
Efflux pump inh: inhibitors of Candida antifungal efflux pumps expressed in yeast; actives 0.44% (n = 330,000); inhibition, % at 10 µM; S. cerevisiae Candida pump triplex, Nile Red efflux; AID 485275;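 active = plate passing quality check with inhibition over a set limit, or well fluorescence over plate mean plus 4 SD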;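 note: Nile Red retained in pooled yeast measured as flow cytometry median fluorescence; 0% = buffer negative control and 100% = Enniatin B positive control; higher means more Nile Red kept so more efflux inhibition; some compounds called inactive have numbers as strong as hits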
CIT2-GFP yeast: modulators of TOR pathway CIT2-GFP in S. cerevisiae | S. cerevisiae CIT2-GFP strain, flow cytometry, 3 h; 100 means same as DMSO wells | GFP response vs DMSO, % at 10 µM | actives 0.065% (n = 320,000) | AID 2029;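 active = GFP response relative to DMSO above a set limit, near the screen mean plus 3 SD, cut at about 150% in these data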;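 note: ratio of well median GFP fluorescence to mean of DMSO wells on the plate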
AGP1 TOR yeast: yeast TOR pathway AGP1-GFP modulation; S. cerevisiae AGP1-GFP multiplex flow cytometry, 3 h; GFP as percent of DMSO wells; GFP response vs DMSO, % at 10 µM; actives 0.02% (n = 320,000); AID 2066;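 active = GFP response relative to DMSO above a set limit, near screen average plus 3 SD, cut at about 150% in these data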;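 note: median GFP channel fluorescence of the gated AGP1 strain per well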
An asterisk follows results filed as active; & = joins results of further samples.

Results for O=C(Cn1c(NCCCCl)nc2ccccc21)c1ccccc1 ?
CR mimetic SO: 113; RPL19A TOR yeast: 97; LAP4 TOR yeast: 93; MEP2 TOR yeast: 96; AHR act: 1; Efflux pump inh: -0.2; CIT2-GFP yeast: 91; AGP1 TOR yeast: 85

What do the screens show for `CC(=O)Nc1ccc(N2CCC(C)CC2)c([N+](=O)[O-])c1`?
CR mimetic SO: 112; RPL19A TOR yeast: 100; LAP4 TOR yeast: 99; MEP2 TOR yeast: 104; AHR act: -1; Efflux pump inh: -0.3; CIT2-GFP yeast: 101; AGP1 TOR yeast: 104

What do the screens show for `CCCCNC(=O)COC(=O)c1ccc(NS(=O)(=O)c2ccc3c(c2)OCCO3)cc1`?
CR mimetic SO: 96; RPL19A TOR yeast: 101; LAP4 TOR yeast: 93; MEP2 TOR yeast: 99; AHR act: 2; Efflux pump inh: -0.2; CIT2-GFP yeast: 96; AGP1 TOR yeast: 104

What do the screens show for `O=C(NCC1CCCO1)c1cccc(S(=O)(=O)N2CCOCC2)c1` (configuration not stated)?
CR mimetic SO: 91; RPL19A TOR yeast: 100; LAP4 TOR yeast: 92; MEP2 TOR yeast: 90; AHR act: 1; Efflux pump inh: 0.0; CIT2-GFP yeast: 94; AGP1 TOR yeast: 97

Results for O=C(COC(=O)/C=C/c1cccc(C(F)(F)F)c1)NCCN1C(=O)CSC1=O ?
CR mimetic SO: 90; RPL19A TOR yeast: 98; LAP4 TOR yeast: 97; MEP2 TOR yeast: 98; AHR act: 1; Efflux pump inh: 0.0; CIT2-GFP yeast: 96; AGP1 TOR yeast: 99

What do the screens show for `O=C(Nc1cccc(Cl)c1)c1cc([N+](=O)[O-])ccc1N1CCN(CCO)CC1`?
CR mimetic SO: 108; RPL19A TOR yeast: 99; LAP4 TOR yeast: 96; MEP2 TOR yeast: 100; AHR act: 6; Efflux pump inh: 0.0; CIT2-GFP yeast: 95; AGP1 TOR yeast: 96

Results for CCc1cccc(C)c1NC(=S)N(CCN(C)C)C(C)c1cccnc1 (configuration not stated) ?
CR mimetic SO: 105; RPL19A TOR yeast: 90; LAP4 TOR yeast: 96; MEP2 TOR yeast: 92; AHR act: 0; Efflux pump inh: 0.1; CIT2-GFP yeast: 94; AGP1 TOR yeast: 96

How did CC(C)(C)c1ccc(/C=C/C(=O)NC2CCS(=O)(=O)C2)cc1 (configuration not stated) do in these assays?
CR mimetic SO: 110; RPL19A TOR yeast: 94; LAP4 TOR yeast: 105; MEP2 TOR yeast: 98; AHR act: 6; Efflux pump inh: -0.2; CIT2-GFP yeast: 93; AGP1 TOR yeast: 91

Results for O=C1COc2ccc(S(=O)(=O)NCc3ccc(Cl)cc3)cc2N1 ?
CR mimetic SO: 94; RPL19A TOR yeast: 93; LAP4 TOR yeast: 85; MEP2 TOR yeast: 99; AHR act: -3; Efflux pump inh: 0.2; CIT2-GFP yeast: 94; AGP1 TOR yeast: 90

How did COc1ccc2oc(C(=O)OCC(=O)N3CCCC3=O)c(C)c2c1 do in these assays?
CR mimetic SO: 93; RPL19A TOR yeast: 102; LAP4 TOR yeast: 115; MEP2 TOR yeast: 94; AHR act: -3; Efflux pump inh: -0.1; CIT2-GFP yeast: 104; AGP1 TOR yeast: 110

Results for CCC(C(=O)OCC(=O)NC1CCS(=O)(=O)C1)c1ccccc1 (configuration not stated) ?
CR mimetic SO: 93; RPL19A TOR yeast: 92; LAP4 TOR yeast: 101; MEP2 TOR yeast: 97; AHR act: -2; Efflux pump inh: -0.1; CIT2-GFP yeast: 97; AGP1 TOR yeast: 107

Results for Cn1c(C(=O)NCCCN2CCN(c3ccccc3F)CC2)cc2c(=O)[nH]c3ccccc3c21 ?
CR mimetic SO: 93; RPL19A TOR yeast: 101; LAP4 TOR yeast: 104; MEP2 TOR yeast: 99; AHR act: 7; Efflux pump inh: 0.0; CIT2-GFP yeast: 109; AGP1 TOR yeast: 104

Results for CCOC(=O)c1cc(-c2nnc(-c3cc(OC)c(OC)c(OC)c3)o2)c(C)nc1C ?
CR mimetic SO: 111; RPL19A TOR yeast: 97; LAP4 TOR yeast: 90; MEP2 TOR yeast: 93; AHR act: 4; Efflux pump inh: -0.1; CIT2-GFP yeast: 97; AGP1 TOR yeast: 103

What do the screens show for `OCCCc1nc2ccccc2n1CCOc1ccccc1`?
CR mimetic SO: 102; RPL19A TOR yeast: 99; LAP4 TOR yeast: 94; MEP2 TOR yeast: 97; AHR act: 1; Efflux pump inh: -0.2; CIT2-GFP yeast: 103; AGP1 TOR yeast: 109

Results for Cc1cc(C)c2[nH]c(O)c(N=NC3=NC(=O)CS3)c2c1 ?
CR mimetic SO: 96; RPL19A TOR yeast: 101; LAP4 TOR yeast: 106; MEP2 TOR yeast: 103; AHR act: 95*; Efflux pump inh: 0.0; CIT2-GFP yeast: 98; AGP1 TOR yeast: 99

Results for Cc1cc2ccccn2c1C(=O)c1ccc([N+](=O)[O-])cc1[N+](=O)[O-] ?
CR mimetic SO: 94; RPL19A TOR yeast: 104; LAP4 TOR yeast: 95; MEP2 TOR yeast: 96; AHR act: -1; Efflux pump inh: -0.1; CIT2-GFP yeast: 91; AGP1 TOR yeast: 100

How did c1ccc2[nH]c(-c3ccnc4ccccc34)nc2c1 do in these assays?
CR mimetic SO: 126&121; RPL19A TOR yeast: 95&100; LAP4 TOR yeast: 99&100; MEP2 TOR yeast: 109&102; AHR act: 90*; Efflux pump inh: 0.0&-0.1; CIT2-GFP yeast: 94&97; AGP1 TOR yeast: 92&102

Results for Cc1c(CCC(=O)N[C@@H](C)C(=O)O)c(=O)oc2cc3oc4c(c3cc12)CCCC4 ?
CR mimetic SO: 119; RPL19A TOR yeast: 100; LAP4 TOR yeast: 105; MEP2 TOR yeast: 105; AHR act: -5; Efflux pump inh: -0.2; CIT2-GFP yeast: 95; AGP1 TOR yeast: 99

How did Cc1cccn2c(=O)c3cc(C(=O)NC4CCCCC4)c(=N)n(Cc4ccc(F)cc4)c3nc12 do in these assays?
CR mimetic SO: 87; RPL19A TOR yeast: 99; LAP4 TOR yeast: 96; MEP2 TOR yeast: 99; AHR act: 0; Efflux pump inh: 0.1; CIT2-GFP yeast: 91; AGP1 TOR yeast: 76

How did COC(=O)C1=C(C)N(c2ccc(Cl)c(Cl)c2)C(=O)C1 do in these assays?
CR mimetic SO: 96; RPL19A TOR yeast: 100; LAP4 TOR yeast: 107; MEP2 TOR yeast: 100; AHR act: 2; Efflux pump inh: 0.0; CIT2-GFP yeast: 98; AGP1 TOR yeast: 102

Results for CCOC(=O)c1c(N)sc(C(=O)N(CC)CC)c1C ?
CR mimetic SO: 100; RPL19A TOR yeast: 81; LAP4 TOR yeast: 94; MEP2 TOR yeast: 97; AHR act: 13; Efflux pump inh: -0.2; CIT2-GFP yeast: 91; AGP1 TOR yeast: 95

Results for CC(=O)Nc1ccc(NS(=O)(=O)c2ccc(OC(C)C(=O)N3CCOCC3)cc2)cc1 (configuration not stated) ?
CR mimetic SO: 125; RPL19A TOR yeast: 93; LAP4 TOR yeast: 103; MEP2 TOR yeast: 104; AHR act: -1; Efflux pump inh: -0.1; CIT2-GFP yeast: 92; AGP1 TOR yeast: 96

What do the screens show for `O=C(NCC1CCCO1)c1cc2ccccc2oc1=O` (configuration not stated)?
CR mimetic SO: 143; RPL19A TOR yeast: 105; LAP4 TOR yeast: 89; MEP2 TOR yeast: 96; AHR act: -7; Efflux pump inh: 0.1; CIT2-GFP yeast: 95; AGP1 TOR yeast: 96

What do the screens show for `O=C(CSc1ccc2c(c1)OCCO2)Nc1ccc(Cl)cn1`?
CR mimetic SO: 105; RPL19A TOR yeast: 101; LAP4 TOR yeast: 125; MEP2 TOR yeast: 103; AHR act: -2; Efflux pump inh: -0.1; CIT2-GFP yeast: 93; AGP1 TOR yeast: 104

Results for OCCC#Cc1c(-c2ccsc2)sc2ccccc12 ?
CR mimetic SO: 107; RPL19A TOR yeast: 86; LAP4 TOR yeast: 159*; MEP2 TOR yeast: 99; AHR act: 86*; Efflux pump inh: 0.2; CIT2-GFP yeast: 96; AGP1 TOR yeast: 88

How did O=C(O)C1=NOC(CNC(=O)c2ccccc2Cl)C1 (configuration not stated) do in these assays?
CR mimetic SO: 96; RPL19A TOR yeast: 101; LAP4 TOR yeast: 104; MEP2 TOR yeast: 105; AHR act: -1; Efflux pump inh: 0.0; CIT2-GFP yeast: 100; AGP1 TOR yeast: 101

How did CNc1nc(C)c(C(=O)OCc2ccccc2)s1 do in these assays?
CR mimetic SO: 98; RPL19A TOR yeast: 98; LAP4 TOR yeast: 93; MEP2 TOR yeast: 98; AHR act: -5; Efflux pump inh: 0.5; AGP1 TOR yeast: 93

What do the screens show for `Cc1[nH]cc(Br)c(=O)c1Oc1ncc(C(F)(F)F)cc1Cl`?
CR mimetic SO: 97; RPL19A TOR yeast: 103; LAP4 TOR yeast: 97; MEP2 TOR yeast: 111; AHR act: 0; Efflux pump inh: 0.0; CIT2-GFP yeast: 105; AGP1 TOR yeast: 102

Results for CCCN1Cc2cccc(C(=O)NC(CC(=O)OCC)c3ccc(OC(C)C)cc3)c2C1=O (configuration not stated) ?
CR mimetic SO: 111; RPL19A TOR yeast: 101; LAP4 TOR yeast: 100; MEP2 TOR yeast: 99; AHR act: 1; Efflux pump inh: 0.2; CIT2-GFP yeast: 93; AGP1 TOR yeast: 100

What do the screens show for `CC(CCc1ccccc1)NC(=O)CN1CCN(Cc2ccc(Cl)cc2)C1=O` (configuration not stated)?
CR mimetic SO: 103; RPL19A TOR yeast: 104; LAP4 TOR yeast: 104; MEP2 TOR yeast: 106; AHR act: 0; Efflux pump inh: 0.9; CIT2-GFP yeast: 102; AGP1 TOR yeast: 103

Results for COc1ccc(NC(=O)N2CCCc3ccccc32)cc1OC ?
CR mimetic SO: 104; RPL19A TOR yeast: 102; LAP4 TOR yeast: 96; MEP2 TOR yeast: 105; AHR act: 9; Efflux pump inh: 0.0; CIT2-GFP yeast: 103; AGP1 TOR yeast: 96

What do the screens show for `Nc1[nH]nc2nc(N3CCOCC3)nc(-c3ccccc3)c12`?
CR mimetic SO: 97; RPL19A TOR yeast: 101; LAP4 TOR yeast: 97; MEP2 TOR yeast: 99; AHR act: 9; Efflux pump inh: 0.2; CIT2-GFP yeast: 98; AGP1 TOR yeast: 97

Results for Cc1ccc(/C(N)=N/OC(=O)Cc2ccccc2)cc1 ?
CR mimetic SO: 85; RPL19A TOR yeast: 105; LAP4 TOR yeast: 90; MEP2 TOR yeast: 98; AHR act: -4; Efflux pump inh: 0.7; CIT2-GFP yeast: 95; AGP1 TOR yeast: 85

How did O=c1cc(-c2ccccc2)nc(SCCOc2ccccc2Cl)[nH]1 do in these assays?
CR mimetic SO: 105; RPL19A TOR yeast: 96; LAP4 TOR yeast: 109; MEP2 TOR yeast: 99; AHR act: -2; Efflux pump inh: 0.1; CIT2-GFP yeast: 98; AGP1 TOR yeast: 100

Gathered by group: the compounds so far containing a CF3 group (2)
Results for O=C(COC(=O)/C=C/c1cccc(C(F)(F)F)c1)NCCN1C(=O)CSC1=O ?
CR mimetic SO: 90; RPL19A TOR yeast: 98; LAP4 TOR yeast: 97; MEP2 TOR yeast: 98; AHR act: 1; Efflux pump inh: 0.0; CIT2-GFP yeast: 96; AGP1 TOR yeast: 99

What do the screens show for `Cc1[nH]cc(Br)c(=O)c1Oc1ncc(C(F)(F)F)cc1Cl`?
CR mimetic SO: 97; RPL19A TOR yeast: 103; LAP4 TOR yeast: 97; MEP2 TOR yeast: 111; AHR act: 0; Efflux pump inh: 0.0; CIT2-GFP yeast: 105; AGP1 TOR yeast: 102
